Screening results from PubChem BioAssay.
AmpC no deterg: qHTS Inhibitors of AmpC Beta-Lactamase (assay without detergent); P00811; AmpC nitrocefin hydrolysis, absorbance 480 nm, 0.0001% Triton; Potency, µM (doses to about 57.1 µM), for inactives: top-dose activity change, negative = inhibition, hits mostly inhibitors; 0.52% of 330,000 active;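 also: potency is read from the fitted curve at half-maximal effect; plate controls were no compound for no effect and no enzyme for full effect; nearly all actives have a fitted effect of over 20% in size; some results filed as inactive show a strong effect at the top dose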
Target sequence (P00811 whole entry, looked up): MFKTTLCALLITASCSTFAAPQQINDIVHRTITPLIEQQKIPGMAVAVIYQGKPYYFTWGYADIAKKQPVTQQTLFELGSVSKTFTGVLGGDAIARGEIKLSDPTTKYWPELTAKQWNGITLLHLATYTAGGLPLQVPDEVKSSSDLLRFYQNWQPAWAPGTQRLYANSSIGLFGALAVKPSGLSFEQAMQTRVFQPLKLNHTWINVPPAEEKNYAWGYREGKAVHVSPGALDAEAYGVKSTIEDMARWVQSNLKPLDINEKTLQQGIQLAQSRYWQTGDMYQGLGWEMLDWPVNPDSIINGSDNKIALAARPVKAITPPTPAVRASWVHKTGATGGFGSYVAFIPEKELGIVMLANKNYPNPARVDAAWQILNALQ
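AmpC (5.3 nM in the dispensed reagent) in 20 mM phosphate pH 7.0 with 0.01% (detergent screen) or 0.0001% Triton X-100 was preincubated with compounds for 15 min at room temperature. Nitrocefin was then added from an 800 uM solution, and hydrolysis was followed at 480 nm.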
HCMV inh: qHTS Assay for inhibitors of the human cytomegalovirus (HCMV). HFF cells, HCMV-luciferase reporter, 72 h; stronger effect = lower value. AID 1259415, 2018. 4.5% of 410,000 active. activity change, negative = inhibition, % at 57.5 µM; in the data active = activity change below about -60%; inconclusive = no clear call, values can overlap the other calls; inactive = above about -39%
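Two-dose cell screen: HFF monolayers treated with compounds and infected with luciferase-expressing HCMV at 1 PFU/cell, 72 h at 37C, then lysed for luciferase measurement.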
FBPA Giardia inh: qHTS Assay for Inhibitors of Fructose-1,6-bisphosphate Aldolase from Giardia Lamblia. purified Giardia FBPA. Potency, µM (doses to about 59.6 µM), for the others: top-dose activity, negative = inhibition, usual class: inhibitors. 0.71% of 290,000 active. AID 2451, 2010; also: potency is read from the fitted curve at half-maximal effect; nearly all actives have a fitted effect of over 55% in size
Target sequence (A8B2U2 whole entry, looked up): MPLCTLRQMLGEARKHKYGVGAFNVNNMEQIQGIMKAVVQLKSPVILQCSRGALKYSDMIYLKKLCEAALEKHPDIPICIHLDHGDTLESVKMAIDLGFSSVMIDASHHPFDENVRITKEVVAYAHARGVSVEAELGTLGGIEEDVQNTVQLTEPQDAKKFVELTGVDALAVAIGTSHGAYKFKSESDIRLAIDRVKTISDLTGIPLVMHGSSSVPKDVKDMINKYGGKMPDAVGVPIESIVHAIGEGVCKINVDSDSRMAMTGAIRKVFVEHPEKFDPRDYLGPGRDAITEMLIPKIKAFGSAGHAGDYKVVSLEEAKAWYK
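Giardia FBPA (40 nM reagent) was preincubated 10 min at RT with compound (up to 57.5 uM final), then substrate plus GAPDH/TPI/NAD/arsenate coupling system with diaphorase/resazurin was added; resorufin fluorescence (525/598 nm) was read after 20 min.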
Sm TGR inh: qHTS Assay for the Inhibitors of Schistosoma Mansoni Peroxiredoxins; purified TGR, DTNB reduction, TNB absorbance 405 nm; Potency, µM (titrated, usually from 114 µM), without a hit: at the highest dose activity change, negative = inhibition, most hits filed as inhibitors; Schistosoma mansoni thioredoxin glutathione reductase (TGR), Q962Y6; 3% of 360,000 active; also: potency is read from the fitted curve at half-maximal effect; nearly all actives have a fitted effect of over 60% in size
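Kinetic colorimetric format: TGR-catalysed, NADPH-driven DTNB reduction monitored via TNB absorbance. Enzyme dispensed at 20 nM; compound exposure 15 min at room temperature before reaction start.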
HCV inh: qHTS Assay for Inhibitors of Hepatitis C Virus (HCV). Potency, µM (titrated, usually from 41.8 µM), for inactives: at the top dose activity change, negative = inhibition, actives largely listed as inhibitors. 3.4% of 340,000 active. Huh7.5.1 HCVcc-Cre infection, luciferase reporter, 44 h; also: potency is read from the fitted curve at half-maximal effect
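Cells (1,000/well) were plated 4 h before compound, then infected with HCVcc-Cre virus (~0.5 moi). After 44 h further culture, infection was read as luciferase luminescence following a 15 min substrate incubation at room temperature.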
AmpC inh detg: qHTS Inhibitors of AmpC Beta-Lactamase (assay with detergent); AmpC hydrolysis of nitrocefin, absorbance 480 nm, 0.01% Triton; Potency, µM (titrated, usually from 114 µM), for the others: at the top dose activity change, negative = inhibition, hits mostly inhibitors; 0.041% of 370,000 active;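 also: potency is read from the fitted curve at half-maximal effect; 0% = no-compound wells and -100% = no-enzyme wells; nearly all actives have a fitted effect of over 25% in size; some results filed as inactive show a strong effect at the top dose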
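20 mM phosphate pH 7.0 + 0.01% (detergent screen) or 0.0001% Triton X-100; 5.3 nM AmpC reagent; cpd preinc 15 min RT; nitrocefin (800 uM stock) to start; A480 q20 s × 4 min; Activity was normalised to no-enzyme and no-compound control wells.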
* marks the source's active call; other numbers are inactive results; ? = inconclusive; nt = no result given; [ ] = another dose, or the depositor's remark. Unless noted, calls follow the shape of the dose curve; as a rule, active = well fitted curve in the direction sought with a large enough effect; inconclusive = small, poorly fitted or top-dose-only effect, or another doubt; inactive = no such curve, though single readings can be large; an effect the other way counts as inactive or inconclusive. Unless noted, % is scaled to controls: 0 for no effect and ±100 for the full control effect.

SMILES	AmpC no deterg	HCMV inh	FBPA Giardia inh	Sm TGR inh	HCV inh	AmpC inh detg
O=C(O)CSc1sc(=S)sc1SCC(=O)O	-18%	-12	5%	0%	-8%	-5%
CC(C)Cc1cc(C(=O)Nc2ccc(F)cc2F)no1	-9%	8	6%	-2%	24%	-12%
CCN(CC)CCNC(=O)CCc1c(C)nc2c(c(C)nn2-c2ccc(C)c(C)c2)c1C	43%	-98*	4%	-1%	7.1µM*	0%
Cc1ccc(NC(=O)c2nc(S(C)(=O)=O)ncc2N(Cc2cccc(F)c2)Cc2ccco2)cc1C	nt	-3	nt	-13%	nt	-2%
COc1ccccc1C(=O)C1CCCN(C(=O)c2cccc(Cn3cccn3)c2)C1 (stereo not drawn)	44%	-6	nt	2%	-12%	2%
COc1ccc(N/C=C2\CCOC2=O)cc1	-13%	4	-6%	-11%	16%	-17%
CCC1Oc2ccccc2N(CC(=O)NC2CCCCC2C)C1=O (stereo not drawn)	2%	-1	9%	1%	1%	1%
CCOC(=O)c1cnc(SCC(=O)Nc2cccc(OC)c2)nc1N	-25%	-38	1%	2%	?	-5%
CN1CCN(C2=C(Cl)C(=O)N(c3cccc(Cl)c3)C2=O)CC1	-22%	4	-9%	?	?	-3%
Cc1nc2ccc(NC(=O)Cc3cccc(F)c3)cc2s1	-16%[11.4 µM]	8	2%	-12%	17%	?
CCOC(=O)c1c(NC(=O)CSc2cn(CCNC(=O)c3ccc(OC)cc3)c3ccccc23)sc2c1CCCC2	nt	-19	nt	9%	nt	0%
Cc1cc(C)n(CCCO)c(=O)c1C#N	-14%	41	2%	1%	9%	?
COc1ccc(-c2noc(N(c3nc(-c4ccc(OC)c(OC)c4)no3)c3ccccc3OC)n2)cc1OC	nt	10	nt	4%	nt	3%
COc1ccccc1N1CCN(C(=O)NCc2ccc(Cl)cc2)CC1	89%[activator]	-31	1%	-13%	?	-12%
CCCCn1c(O)c(/C=N/N2CCCCC2c2cccnc2)c(=O)[nH]c1=S (stereo not drawn)	-4%	-7	-4%	-1%	-4%	-14%
Cc1ccc2c(CC(=O)OCc3csc(C)n3)coc2c1	0%	14	-1%	0%	11%	-11%
CCc1c(C)[nH]n(CCC#N)c1=O	-18%	-27	0%	15%[11.4 µM]	13%	-15%
Cc1ccc(S(=O)(=O)c2c(N)n(-c3ccccc3)c3nc4ccccc4nc23)cc1	-32%	-18	-9%	-2%	?	-13%
O=C(CSc1nnc(-c2cccnc2)n1-c1ccc(F)cc1)NCc1ccc2c(c1)OCO2	-17%	-37	1%	-13%	-3%	-9%
COC(=O)C1=C(c2cccc(OCc3ccccc3)c2)C[C@@H]2CC[C@H]1N2C(=O)NCc1ccc([N+](=O)[O-])cc1	-6%	-11	nt	-1%	?	5%
COc1cc(C(=O)COC(=O)C2CC2(Cl)Cl)cc(OC)c1OC (stereo not drawn)	-1%	-8	nt	nt	1%	nt
O=C(/C=C\Nc1ccc2c(c1)OCO2)c1cccs1	-15%	-12	-8%	3%	6%	6%
COc1cc(OC)cc(C(=O)NNC(=O)c2ccc(-n3cncn3)c([N+](=O)[O-])c2)c1	-17%	2	nt	5%	-3%	-20%
CC(=O)Nc1ccc(NC(=O)C2CCCN(S(=O)(=O)c3ccc(-n4cnnn4)cc3)C2)cc1 (stereo not drawn)	-6%	28	10%	-4%	-3%	2%
CC12CCCCC1=[N+]([O-])CN2O (stereo not drawn)	-2%	27	-3%	-19%	13%	-1%
C/C=C/c1ccc(OCC(=O)OCC)c(OC)c1	13%	55	1%	nt	7%	-4%
COc1ccc(Cn2c(C(=O)O)c(CNCc3ccco3)c3ccc(C)cc32)cc1	nt	?	nt	0%	nt	14%
CN(C1CCS(=O)(=O)C1)S(=O)(=O)c1ccc2ccccc2c1 (stereo not drawn)	-9%	-24	nt	-2%	-5%	-20%
O=c1ccc(-c2ccccc2)n[nH]1	-9%	-2	5%	0%	10%	1%
CCCCn1c(N)c(N(CCOC)C(=O)C2CCN(S(=O)(=O)c3ccccc3)CC2)c(=O)[nH]c1=O	-2%	3	nt	-3%	19%	-6%
CCCCNc1nc2ccccc2nc1Cl	-11%	38	-2%	nt	-13%	0%
O=C(CSc1ccccc1)NC1=NCCS1	-4%	-29	0%	4%	-5%	-1%
COc1ccccc1NC(=O)C1=C(C)Nc2nc(-c3ccc(N(C)C)cc3)nn2C1c1ccncc1 (stereo not drawn)	91%[activator]	15	-5%	-2%	?	-1%
COC(=O)c1ccc(CSc2nc(C)nc3sc(C)c(C)c23)o1	-8%	35	0%	100µM*	-3%	-8%
CCOC(=O)c1cn(CC(=O)Nc2ccc(CC)cc2)nn1	5%	-2	4%	-4%	8%	?
CN(C)S(=O)(=O)c1cccc(NC(=O)COC(=O)CCOc2ccccc2)c1	-23%	-12	1%	-10%	0%	?

Sorted by length of the SMILES (low to high): some entries from above.
SMILES	AmpC no deterg	HCMV inh	FBPA Giardia inh	Sm TGR inh	HCV inh	AmpC inh detg
O=C(CSc1ccccc1)NC1=NCCS1	-4%	-29	0%	4%	-5%	-1%
CC12CCCCC1=[N+]([O-])CN2O (stereo not drawn)	-2%	27	-3%	-19%	13%	-1%
COC(=O)c1ccc(CSc2nc(C)nc3sc(C)c(C)c23)o1	-8%	35	0%	100µM*	-3%	-8%
COc1ccc(Cn2c(C(=O)O)c(CNCc3ccco3)c3ccc(C)cc32)cc1	nt	?	nt	0%	nt	14%
COc1ccccc1NC(=O)C1=C(C)Nc2nc(-c3ccc(N(C)C)cc3)nn2C1c1ccncc1 (stereo not drawn)	91%[activator]	15	-5%	-2%	?	-1%
CCCCn1c(N)c(N(CCOC)C(=O)C2CCN(S(=O)(=O)c3ccccc3)CC2)c(=O)[nH]c1=O	-2%	3	nt	-3%	19%	-6%

(cont.)
SMILES	AmpC no deterg	HCMV inh	FBPA Giardia inh	Sm TGR inh	HCV inh	AmpC inh detg
CCOc1ccc(-c2nonc2NC(=O)c2oc3cc(C)c(C)cc3c2C)cc1OCC	nt	-23	nt	0%	nt	1%
O=C(NCCc1ccc(F)cc1)Nc1ccccc1	-15%	43	11%	7%	5%	0%
CCOCCCn1c(=N)c(S(=O)(=O)c2ccc(C)cc2)cc2c(=O)n3cc(C)ccc3nc21	-20%	64	-10%	11%	3%	2%
CN1CCN(CCNC(=O)c2cc3c(=O)n(C)c4ccccc4c3n2C)CC1	1%	49	-10%	-1%	-6%	-12%
Cc1oc(C(=O)O)cc1COc1ccccc1Cl	-1%	-18	14%	0%	18%	-5%
O=C1CCC(=O)N1c1nc2nc(-c3ccccc3)cc(=O)n2[nH]1	-19%	2	-13%	11%	8%	-1%
O=S(=O)(NCCc1cccs1)c1ccc(Br)cc1	-46%	72	-2%	-1%	4%	-10%
COc1ccc2[nH]cc(CCN=C3SCC(=O)N3C)c2c1	1%	8	1%	6%	-8%	-10%
O=C(COc1cccc2ccccc12)N/N=C/C=C/c1ccccc1	-36%	-62*	8%	-1%	2%	?
CCOC(=O)Cn1nnnc1CN(CCc1ccccc1)Cc1cc2cc(CC)ccc2[nH]c1=O	46%	-3	6%	-12%	25%	?
N#CC(/C(=N/S(=O)(=O)c1cccs1)c1ccccc1)c1nc2ccccc2[nH]1 (stereo not drawn)	-31%	-22	-10%	6%	24%	2%
Cc1cccc(NC(=O)CSc2nnc(CNC(=O)c3c(F)cccc3Cl)o2)c1C	nt	-4	nt	5%	nt	9%
CCCNc1[nH]c(=O)n(C)c(=O)c1N=O	-25%	12	-17%	-15%	-3%	-14%
COC(=O)COc1ccc(S(=O)(=O)N2CCc3ccccc3C2)cc1C	19%	30	0%	-17%	19%	-10%
Cc1cc([N+](=O)[O-])nn1CCCC(=O)Nc1cc(Cl)ccc1Cl	-3%	-37	0%	13%	-16%	3%
CN(Cc1ccccc1)S(=O)(=O)c1ccccc1[N+](=O)[O-]	-19%	3	-13%	0%	5%	2%
COC(=O)c1ccc(SCc2cnc(Cl)s2)cc1	-19%	-18	3%	5%	13%	7%
CN(C)S(=O)(=O)c1ccc(C(=O)Oc2cc(=O)[nH]c3ccccc23)cc1	-5%	34	12%	20µM*	8%	-16%
CC(C)Oc1cccc(C(=O)C2CCCN(C(=O)c3ccc4c(c3)OCO4)C2)c1 (stereo not drawn)	43%	3	13%	-9%	-21%	-10%
COc1ccc(-c2nc(-c3ccccc3)c(-c3cc([N+](=O)[O-])ccc3C)[nH]2)cc1O	-47%	-37	-18%	18%	?	-1%
O=C(Nc1c(S(=O)(=O)c2ccc(Cl)cc2)csc1Br)c1ccccc1Cl	-21%	7	-1%	-1%	-27%	-1%
C#CC[N+](C)(C)CC#Cc1ccccc1	1%	?	0%	-14%	10%	-1%
C=CCSc1nnc(NC(=O)COc2ccc3ccccc3c2)s1	-17%	-23	nt	-23%	18%	-8%
COc1ccc(NC(=O)COC(=O)c2ccco2)c([N+](=O)[O-])c1	-6%[11.4 µM]	?	-2%	2%	15%	?
COc1ccc(N2C(=O)CS(=O)(=O)C23C(=O)N(Cc2ccccc2F)c2ccccc23)cc1Cl (stereo not drawn)	nt	3	nt	11%	nt	-1%
COc1ccccc1N1CCN(C(=O)c2noc(C(C)C)c2[N+](=O)[O-])CC1	48%	nt	nt	-13%	25%	-10%
CCOc1ccc2nc(N(CCN(C)C)C(=O)c3ccc4ccccc4c3)sc2c1	-1%	1	nt	0%	-27%	1%
Cc1ccc(S(=O)(=O)c2c(N)n(/N=C/c3ccco3)c3nc4ccccc4nc23)cc1C	-45%	?	-5%	?	?	-3%
Cc1ccccc1N(C(=O)CCC(=O)Nc1ccccn1)C(C(=O)NC(C)C)c1ccc(O)cc1 (stereo not drawn)	-16%	109	12%	0%	7%	?
N#Cc1ccccc1NC(=O)CSc1nnc(-c2ccncc2)o1	7%	-24	-7%	2%	15%	-14%
Cc1cc(C)c2c3c(sc2n1)C(=O)N(c1ccccc1C)CC(=O)N3	-7%	-16	0%	42%[activator]	1%	3%
COc1cc(NC(=O)c2c(C)oc3ncnc(N4CCCCC4)c23)cc(OC)c1	nt	?	nt	2%	nt	10%
COc1ccc(C2CC(=O)c3c(C)nc(N4CCN(C=O)CC4)nc3C2)c(OC)c1 (stereo not drawn)	nt	-23	nt	-5%	nt	-2%
Cc1nc(CCN2C(=O)c3ccccc3C2=O)cs1	1%	-19	2%	-2%	10%	-4%
O=C(CNC(=O)c1ccccc1)NC1(C(=O)NC2CCCCC2)CCCCC1	-25%	2	-1%	0%	-3%	3%
CCOC(=O)CSc1nnc(-c2ccccc2)c(-c2ccccc2)n1	-14%	-3	4%	8%	-9%	-12%
O=c1cc(-c2ccco2)nc(SCc2cccc(Cl)c2)[nH]1	-10%	14	-27%	?	1%	-16%
O=C(NCc1cccnc1)NC1(C(F)(F)F)Oc2ccccc2O1	-17%	10	0%	-23%	?	-1%
